ADAM10 inh = inhibitors of human ADAM10; recombinant ADAM10, EDANS/DABCYL FRET peptide cleavage, 3 h; inhibition, % at 7 µM; hit rate 0.62% among 370,000; AID 720582;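 active = inhibition above a per-campaign cutoff equal to the mean of compounds falling between control-based bounds plus 3 SD, cut at about 20% in these data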;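 note: 0% = DMSO wells while the 100% control is not disclosed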
Target sequence (O14672 214-748 limits assumed): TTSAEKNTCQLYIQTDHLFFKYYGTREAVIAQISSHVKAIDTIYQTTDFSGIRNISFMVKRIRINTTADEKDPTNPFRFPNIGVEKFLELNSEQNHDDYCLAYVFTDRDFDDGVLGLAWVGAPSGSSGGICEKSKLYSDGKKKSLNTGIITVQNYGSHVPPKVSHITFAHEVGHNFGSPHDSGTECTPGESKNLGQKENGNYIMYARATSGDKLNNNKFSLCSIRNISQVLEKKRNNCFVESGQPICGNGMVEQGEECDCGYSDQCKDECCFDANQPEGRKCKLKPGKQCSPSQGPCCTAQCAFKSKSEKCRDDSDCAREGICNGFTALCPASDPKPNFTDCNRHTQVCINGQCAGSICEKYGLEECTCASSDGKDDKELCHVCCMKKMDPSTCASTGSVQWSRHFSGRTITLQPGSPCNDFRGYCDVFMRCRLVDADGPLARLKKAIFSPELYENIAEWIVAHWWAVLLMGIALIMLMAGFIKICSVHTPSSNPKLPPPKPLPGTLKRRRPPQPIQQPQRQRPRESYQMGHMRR
NPR2 activator = GC-B (human) receptor activation | P20594 | HEK293-GC-B cells, CNP EC30, cGMP TR-FRET; 0% at EC30 CNP, 100% saturating CNP | activation, % at 10 µM | hit rate 0.11% among 370,000;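 active = activation at 10 µM reaching about 35% in either raw or pattern-adjusted values, limit read from the data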
DAX1 inh-1 = NR0B1 (DAX1) inhibition; AID 504766; inhibition, % at 6.75 µM; HEK293 Gal4-DAX1 luciferase reporter, luminescence; hit rate 0.99% among 340,000;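 active = inhibition above the mean over all tested compounds plus 3 SD, cut at about 4.2% in these data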;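 note: 0% = DAX1-transfected cells with DMSO and 100% = empty-vector control cells with DMSO; inhibition shows as a rise in luminescence from relieved DAX1 repression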
Target sequence (P51843 207-470 limits assumed): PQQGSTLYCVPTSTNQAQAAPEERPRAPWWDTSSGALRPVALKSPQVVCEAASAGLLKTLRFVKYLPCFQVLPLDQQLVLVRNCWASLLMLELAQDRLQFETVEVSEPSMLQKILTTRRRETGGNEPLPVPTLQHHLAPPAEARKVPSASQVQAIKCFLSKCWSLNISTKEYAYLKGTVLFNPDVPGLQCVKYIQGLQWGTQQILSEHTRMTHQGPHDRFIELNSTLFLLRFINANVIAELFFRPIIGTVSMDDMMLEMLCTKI
hgDAF12 agonist = activates the H. glycines DAF-12 receptor ligand-binding domain; HEK293 GAL4-hgDAF12 UAS-luciferase reporter, agonist luminescence; normalized to butyrate control; activation, % at 6.8 µM; hit rate 1.8% among 370,000; AID 687014;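 active = activation above a cutoff set at the mean of all screened compounds plus 3 SD, cut at about 10% in these data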;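 note: 0% = DMSO wells and 100% = sodium butyrate wells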
FXN GAA850 act = frataxin GAA850 promoter activation | hit rate 0.56% among 360,000 | activation, % at 6 µM | HEK293 lucGAA850 FXN promoter luciferase reporter, 24 h; percent of 10 µM SAHA response;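 active = activation above the average of all compounds screened plus 3 SD, cutoff fixed separately per campaign, cut at about 7.5% in these data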;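 note: 0% = DMSO wells and 100% = 10 µM SAHA wells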
ssDAF-12 act = S. stercoralis DAF-12 activation, primary screen; HEK293 ssDAF-12/GRIP1 lit1-tk-luc reporter, luminescence; % of 3 µM dafachronic acid response; activation, % at 6.8 µM; hit rate 1% among 370,000;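 active = activation above the mean over all tested compounds plus 3 SD, cut at about 0.9% in these data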;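 note: 0% = DMSO-only wells and 100% = 3 µM delta7-dafachronic acid wells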
DAX1 inh-2 = DAX1 (NR0B1) inhibition, primary screen; AID 652010; HEK293T StAR-luciferase reporter, SF-1/DAX-1 repression relief; hit rate 1.1% among 370,000; inhibition, % at 6.8 µM;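 active = inhibition above the mean over all tested compounds plus 3 SD, cut at about 3.6% in these data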;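 note: 0% = DAX-1 cells with DMSO and 100% = cells lacking DAX-1 with DMSO; higher inhibition means more luminescence from relief of DAX-1 repression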
SMARCA2 activ = increases SMARCA2 function in MMTV reporter cells; MG213 cells, MMTV-luciferase reporter, dexamethasone, overnight; activation, % at 9.1 µM; hit rate 1% among 370,000; in the data active = activation above about 7.8%;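 note: 0% = vehicle wells and 100% = reference activator wells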
NPR1 activator = GC-A (human) enzyme activation. P16066. HEK293 GC-A cells, cGMP TR-FRET, EC30 ANP; 0% at EC30 ANP, 100% saturating ANP. activation, % at 10 µM. hit rate 0.14% among 370,000. AID 1671463; in the data active = activation above about 40%
HGIII-sPLA2 inh = Blocks human group III sPLA2 activity; QFRET BODIPY PC-A2 liposome hydrolysis, fluorescence; inhibition, % at 12.2 µM; hit rate 0.56% among 370,000;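 active = inhibition above mean plus 3 SD of compounds lying within the high and low control bounds, cut at about 19% in these data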;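 note: 0% = median of test compound wells and 100% = no enzyme DMSO wells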
hcDAF-12 act = activators of H. contortus DAF-12 nuclear receptor. hit rate 1.4% among 370,000. HEK293 hcDAF-12 lit1-tk-luc reporter, luminescence; 0% DMSO, 100% Δ7-dafachronic acid. AID 652067. activation, % at 6.8 µM;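 active = activation above the mean of all tested compounds plus 3 SD, cut at about 5.5% in these data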;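 note: 100% = response to 3 µM Δ7-dafachronic acid high control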
The depositor's hits bear a star; / = no result given.

SMILES	ADAM10 inh	NPR2 activator	DAX1 inh-1	hgDAF12 agonist	FXN GAA850 act	ssDAF-12 act	DAX1 inh-2	SMARCA2 activ	NPR1 activator	HGIII-sPLA2 inh	hcDAF-12 act
O=C(Nc1ccc(-c2n[nH]c(=S)o2)cc1)c1ccccc1Cl	5.1	-3.5	1.5	0.8	0.2	-0.9	0.6	-0.1	-4.0	10.2	2.9
CN(c1cc(=O)n2ccccc2n1)C1CCCCC1	-11.7	2.1	0.6	4.6	7.6	-1.4	1.0	2.6	-1.9	-1.4	-0.2
Cn1c(=O)cc(NCc2ccccc2)[nH]c1=O	-4.1	-3.2	0.6	-0.5	0.0	-0.9	-0.1	-3.7	-3.3	5.2	-1.5
CCCCCNC(=O)C(CCc1ccccc1)n1c(=O)c(-c2cc3ccccc3[nH]2)nc2ccccc21 (stereo unspecified)	-178.1	-2.5	/	4.1	/	-0.2	-0.1	-2.5	3.6	-4.2	3.5
O=C(NCc1ccccc1)c1cc(C2COCCN2S(=O)(=O)c2cccs2)on1 (stereo unspecified)	-8.8	-0.3	/	-2.6	-0.2	-1.6	-1.6	0.0	-0.8	10.0	-0.4
COCCN1Cc2cccc(C(=O)NCc3ccc4c(c3)OCO4)c2C1=O	-7.2	5.1	0.4	-0.6	3.6	-1.5	-2.1	-3.8	7.0	5.7	-0.9
COCCCNC(=O)c1ccc(CS(=O)(=O)c2ccccc2C)o1	-0.6	-3.3	-0.7	1.7	0.2	-1.2	-0.1	3.2	0.9	-1.6	-3.1
COc1ccccc1OCCC(=O)OCC(=O)NCc1ccccc1	-7.4	2.6	-1.1	1.2	0.1	0.1	-0.2	-0.5	-3.3	5.5	-1.1
O=C1c2ccccc2C(Nc2ccc(S(=O)(=O)N3CCCCCC3)cc2)N1Cc1ccco1 (stereo unspecified)	1.2	3.3	1.2	-0.4	-1.0	-1.1	1.2	-3.2	0.7	-17.4	-0.5
Cc1cc(NC(=O)c2ccccc2Oc2ccccc2)no1	7.1	-3.6	-0.2	3.6	-2.7	-1.2	-1.6	-2.5	3.4	4.0	-1.4
CC(C)CCNc1ncnc2c1cnn2Cc1ccccc1Cl	7.7	5.9	-2.0	-0.7	0.6	-1.3	-0.9	-4.4	9.5	-4.3	-2.8
CCN(CC(=O)Nc1cccc(S(=O)(=O)N2CCCCC2)c1)Cc1ccccc1	3.9	0.3	-0.4	-0.2	-2.4	-1.8	-1.7	1.0	0.6	-11.5	-1.5
CC(C)(C)CN1CCNC(=O)C1CC(=O)NCCN1CCCc2ccccc21 (stereo unspecified)	-27.6	7.5	2.6	1.6	-0.3	0.1	-0.5	-1.8	-0.5	3.3	0.9
CN1CCN(NC(=O)/C=C/c2cccc(Cl)c2)CC1	5.6	-5.3	0.7	-1.7	3.2	-1.1	0.4	-2.0	3.3	5.5	0.3
CCOC(=O)c1c(NC(=O)c2nn(C)cc2[N+](=O)[O-])sc(C)c1C	-1.0	-3.2	0.5	3.1	0.6	-1.1	0.4	-2.5	2.0	-8.6	-1.1
CNc1oc(C)nc1S(=O)(=O)c1ccc(C)cc1	1.8	0.6	0.4	2.4	3.1	-1.0	0.1	-0.1	2.6	1.9	-0.6
COc1cccc(O)c1CN1CCC(C(=O)Nc2ccc(Oc3cccnc3)cc2)CC1	-2.6	1.7	-0.6	-1.9	-4.2	-1.6	-3.6	-3.9	-1.9	5.7	-1.6
CN(C)/C=C/c1oc2ccc(O)cc2c1[N+](=O)[O-]	-19.0	-16.8	-0.2	3.7	2.0	-0.1	0.6	0.6	-19.4	7.2	0.7
Cc1cc2nc(-c3ccc(F)cc3)c(Cc3ccccc3)n2c(C)c1Br	-2.5	-2.6	/	0.6	/	0.1	-0.8	3.5	-2.7	-6.1	5.1
CCCn1c(=O)n(C)c(=O)c2c(SCC(=O)NCC(c3ccccc3)N(C)C)nc(CC(C)C)nc21 (stereo unspecified)	-5.8	-17.0	1.7	0.8	-0.1	-0.9	0.0	-2.1	-16.9	0.0	-0.5
O=C(COC(=O)Cc1ccccc1F)Nc1cc(S(=O)(=O)N2CCOCC2)ccc1N1CCCC1	1.2	-3.2	-0.2	1.4	4.5	-0.3	0.3	3.8	2.4	-14.7	2.0
COc1ccc(CCNC(=O)CSc2nc3c(sc(=S)n3-c3ccccc3)c(=O)[nH]2)cc1OC	-4.2	-0.1	0.8	-0.7	-0.9	-1.4	-1.1	0.1	1.3	-2.1	-1.6
C=CCN1C[C@@H](COCc2ccccc2)Oc2cc(F)ccc2S1(=O)=O	2.7	3.7	/	-0.1	/	-1.9	-1.0	-1.7	1.5	0.5	-2.6
CCOC(=O)NC(=O)c1cn(N(C)c2ncc(C(F)(F)F)cc2Cl)c(=O)[nH]c1=O	5.1	2.7	0.6	0.4	0.5	-0.8	-0.4	-0.2	3.3	3.4	-1.3
CCc1c(-c2ccccc2F)ncn1Cc1cccc(-c2ccccc2)c1	8.8	-1.1	/	-0.1	/	-2.0	-3.2	-6.8	-2.9	-21.0	-3.8

Sorted by value in hcDAF-12 act (low to high): 3 from the list above
Compound	ADAM10 inh	NPR2 activator	DAX1 inh-1	ssDAF-12 act	DAX1 inh-2	SMARCA2 activ	NPR1 activator	HGIII-sPLA2 inh	hcDAF-12 act
CNc1oc(C)nc1S(=O)(=O)c1ccc(C)cc1	1.8	0.6	0.4	-1.0	0.1	-0.1	2.6	1.9	-0.6
CN1CCN(NC(=O)/C=C/c2cccc(Cl)c2)CC1	5.6	-5.3	0.7	-1.1	0.4	-2.0	3.3	5.5	0.3
CN(C)/C=C/c1oc2ccc(O)cc2c1[N+](=O)[O-]	-19.0	-16.8	-0.2	-0.1	0.6	0.6	-19.4	7.2	0.7

Further records.
SMILES	ADAM10 inh	NPR2 activator	DAX1 inh-1	hgDAF12 agonist	FXN GAA850 act	ssDAF-12 act	DAX1 inh-2	SMARCA2 activ	NPR1 activator	HGIII-sPLA2 inh	hcDAF-12 act
CCN(CC)S(=O)(=O)c1ccc(OC)c(NC(=O)c2cc(=O)[nH]c3ccccc23)c1	-2.2	-5.0	0.4	-1.2	0.1	-1.1	-1.2	-1.3	0.3	-4.0	0.2
Nc1c(S(=O)(=O)c2ccccc2)c2nc3ccccc3nc2n1CCN1CCOCC1	-204.4	-8.9	0.1	-4.2	2.3	-1.4	0.8	-0.3	-9.1	3.0	0.5
CCOC(=O)c1c(C)nn(-c2ccc(NC(=O)c3c(C)noc3C)cc2)c1C	5.5	3.0	-1.2	-12.3	-8.2	-2.1	-1.3	-2.0	1.6	-2.8	-6.5
Cc1noc(/C=C/c2cccs2)c1S(=O)(=O)N1CCC(C(=O)NCCCN2CCC(C)CC2)CC1	-5.4	3.1	3.4	-1.0	0.5	-1.4	0.8	-0.8	1.1	-19.4	-1.1
O=C(NNC(=S)Nc1ccccc1)c1ccncc1	9.3	6.8	0.2	6.3	-1.1	-0.6	0.8	2.4	-1.2	7.2	-0.6
CC(=O)N=C1SC2CS(=O)(=O)CC2N1Cc1ccc(C)cc1 (stereo unspecified)	0.0	0.5	/	-1.9	1.4	-1.4	0.0	-2.7	1.1	2.1	-0.5
C=CCN1C(=O)c2n[nH]c(COC)c2C1c1ccc(Br)cc1 (stereo unspecified)	-4.7	-6.9	/	0.7	/	-0.9	-0.6	-1.6	0.9	-10.8	-2.8
COc1cccc(C(=O)CC(C(=O)O)c2ccc(F)cc2)c1 (stereo unspecified)	7.8	-1.6	1.1	1.1	-0.8	-1.5	0.9	-0.2	-1.2	-3.6	-1.6
COc1cc2cc(C)c3nnc(SCC(=O)Nc4cc(C)on4)n3c2cc1OC	-4.6	-5.0	0.3	1.0	3.0	-1.2	0.3	-5.1	-2.2	6.5	-0.4
Cc1noc(C)c1C(=O)N1CCN(S(=O)(=O)c2cccs2)CC1	-6.2	-2.0	0.4	0.5	-0.1	-1.4	1.7	-1.2	-0.2	3.1	0.3
CC(=O)c1c(C)[nH]c(C(=O)OCC(=O)N2c3ccccc3NC(=O)C2(C)C)c1C	7.1	7.6	-0.8	1.6	0.4	-2.1	0.5	2.3	-1.8	-2.3	-1.8
COc1ccc2oc(C(=O)c3ccccc3)c(N)c2c1	-18.5	-16.7	/	15.2*	/	0.9	3.5	6.0	-9.6	-8.0	7.4*
CCOC(=O)NC(=O)/C(C=Nc1ccc(Cl)cc1)=C(\C)O	3.2	3.6	0.8	-1.0	-1.6	-0.8	-0.1	1.6	3.4	6.9	-0.8
COc1cc(C(=O)OCc2nc3ccsc3c(=O)[nH]2)c([N+](=O)[O-])cc1OC	5.5	-0.1	0.6	-1.1	-0.7	-1.1	2.9	-2.5	-3.2	2.2	-0.3
Nc1nc2ccccc2n1Cc1ccc(Cl)c(Cl)c1	4.5	-29.3	0.1	-3.9	-0.5	-1.2	-1.0	-3.4	-26.8	8.2	-0.9
COc1ccc(C(c2nnnn2C2CCCC2)N2CCN(C/C=C/c3ccccc3)CC2)cc1 (stereo unspecified)	-1.5	-1.7	/	0.2	/	-0.9	0.9	-3.1	-0.4	-21.8	-0.1
Cc1cc([N+](=O)[O-])nn1CCCC(=O)Nc1ccc2c(c1)OCO2	-9.5	1.7	0.7	-1.9	-1.2	-1.0	-0.6	-2.9	-2.4	6.7	1.4
Cc1nc(NCc2ccco2)nc2c1C(=O)CC(C)C2 (stereo unspecified)	0.3	0.9	-0.1	0.8	1.0	-0.8	0.0	4.2	6.2	2.3	1.6
O=C(O)/C=C/C(=O)NCc1ccccn1	-7.5	0.7	-0.3	2.7	-0.3	-1.9	-0.1	-4.5	2.5	6.4	-1.7
CCOc1ccc(C(C(=O)NC2CCCCC2)N(C(=O)c2csnn2)C2CC2)cc1 (stereo unspecified)	3.9	1.7	1.1	-1.1	2.6	-0.8	-0.1	1.6	-1.1	-0.4	-1.4
O=C(Nc1ccccc1)OC1CCC2CC1CCC2OC(=O)Nc1ccccc1 (stereo unspecified)	23.6*	-10.2	-1.3	-2.3	-0.4	-1.1	-1.8	-4.0	-1.6	-7.5	-3.8
C=CC(=O)NC1CCCCN(CCC)C1=O (stereo unspecified)	0.7	-2.7	/	-0.3	/	-1.1	0.6	1.9	2.0	-4.2	0.7
CNS(=O)(=O)c1cccc(C(=O)OCC(=O)Nc2nc(OC)cc(OC)n2)c1	-2.9	-1.6	-0.5	-1.5	1.3	-0.6	0.1	-2.7	-4.0	1.5	2.3
Cc1cc2nc(C)n(CCCNC(=O)Nc3ccc(C#N)cc3)c2cc1C	10.9	-8.9	-1.5	2.7	-2.2	-1.3	-0.7	-0.7	-2.7	-23.4	-1.5
O=C(C1CCCCC1)N1CCN(c2ccnc3cc(Cl)ccc23)CC1	11.2	-14.5	-4.6	-7.8	-1.2	-0.5	-1.4	-8.2	-1.9	0.7	-5.8
COc1cc(CN2CC(=O)N(c3ccc(C)c(Cl)c3)C2=S)cc(OC)c1OC	-1.3	0.6	-0.6	0.4	-0.7	-1.2	-0.1	-0.4	-4.5	-122.6	-1.3
COc1ccc(C(=O)Nc2nnc(SCC(=O)NC3CCCC3)s2)c(OC)c1	5.3	-0.5	1.1	10.9*	2.9	2.3*	10.4*	6.9	2.7	-1.0	2.8

From PubChem

Random draw from the library; any-hit rate near 6.6%.
